Screening results as filed in PubChem BioAssay.
A549 tox = Nrf2 qHTS screen for inhibitors: counterscreen for cytotoxicity. A549 ARE-Fluc cells, CellTiter-Fluor viability, 18-24 h. Potency, µM (top dose mostly 46 µM), for the others: at the top dose activity change, negative = cytotoxicity, actives largely listed as inhibitors. 390,000 tested, 0.16% active; also: potency is read from the fitted curve at half-maximal effect; % is scaled to controls: 0 for no effect and ±100 for the full control effect
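A549 ARE-Fluc cells in 5% FBS OPTI-MEM, 5000 cells/well, rested 2 h then exposed to compounds in concentration-response for 18-24 h at 37 °C. Viability by CellTiter-Fluor fluorescence (Ex 405/Em 525) after 30 min; luciferase luminescence (BugLite, 15 min, RT) read afterwards.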
EPAC2 agonist = qHTS for Agonist of cAMP-regulated guanine nucleotide exchange factor 4 (EPAC2): primary screen | Rap guanine nucleotide exchange factor 4 (Homo sapiens), Q8WZA2 | AID 720711, 2013 | 360,000 tested, 0.079% active | Potency, µM (doses to about 154 µM), for inactives: at the highest dose activation, usual class: activators | EPAC2 activation, biochemical qHTS; response scale: 100% = 6.5 mM cAMP response; also: potency is read from the fitted curve at half-maximal effect; nearly all actives have a fitted effect of over 50% in size
Target sequence (Q8WZA2 whole entry, looked up): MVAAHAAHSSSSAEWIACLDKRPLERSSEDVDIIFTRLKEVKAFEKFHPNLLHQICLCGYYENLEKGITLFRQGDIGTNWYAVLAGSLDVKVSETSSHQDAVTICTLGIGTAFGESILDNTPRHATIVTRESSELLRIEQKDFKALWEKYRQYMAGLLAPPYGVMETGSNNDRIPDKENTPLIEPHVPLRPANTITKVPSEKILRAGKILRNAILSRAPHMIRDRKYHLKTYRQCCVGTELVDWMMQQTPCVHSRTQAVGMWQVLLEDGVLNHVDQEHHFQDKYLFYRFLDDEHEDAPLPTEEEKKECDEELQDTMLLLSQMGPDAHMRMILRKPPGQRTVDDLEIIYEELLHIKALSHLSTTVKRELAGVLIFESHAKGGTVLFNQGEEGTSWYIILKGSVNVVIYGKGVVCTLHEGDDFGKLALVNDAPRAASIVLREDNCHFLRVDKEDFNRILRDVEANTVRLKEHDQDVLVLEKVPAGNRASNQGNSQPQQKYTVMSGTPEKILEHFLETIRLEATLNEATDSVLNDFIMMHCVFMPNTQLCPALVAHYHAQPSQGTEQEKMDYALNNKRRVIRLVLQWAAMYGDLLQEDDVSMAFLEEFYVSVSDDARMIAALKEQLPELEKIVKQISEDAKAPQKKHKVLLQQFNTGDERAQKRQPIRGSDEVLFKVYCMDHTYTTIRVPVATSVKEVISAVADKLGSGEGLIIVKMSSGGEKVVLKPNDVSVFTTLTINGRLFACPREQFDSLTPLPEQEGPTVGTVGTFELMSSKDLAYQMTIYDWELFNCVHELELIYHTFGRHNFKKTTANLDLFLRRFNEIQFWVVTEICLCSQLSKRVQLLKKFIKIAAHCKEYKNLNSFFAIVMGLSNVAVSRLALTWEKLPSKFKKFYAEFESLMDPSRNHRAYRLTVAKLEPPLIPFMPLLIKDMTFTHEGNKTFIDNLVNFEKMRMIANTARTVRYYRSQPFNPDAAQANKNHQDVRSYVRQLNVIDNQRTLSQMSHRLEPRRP
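Readout is BODIPY fluorescence (480 nm excitation, 540 nm emission), which falls as labeled GDP is exchanged off Rap1B. EPAC2 at 100 nM acted on 250 nM RAP1B-BODIPY-GDP with 50 uM GDP present.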
HepG2 viability = qHTS for Inhibitors of TGF-b: Cytotox Counterscreen. HepG2 CAGA-GFP viability, ATP luminescence, 18 h. Potency, µM (highest dose often 46.1 µM), for the others: top-dose activity change, negative = cytotoxicity, actives largely listed as cytotoxic. 410,000 tested, 0.76% active. AID 588856, 2011; also: potency is read from the fitted curve at half-maximal effect; some results filed as inactive show a strong effect at the top dose
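HepG2 CAGA-GFP cells (1000/well, DMEM with 1% FBS) received compound, then TGF-beta at 500 pg/mL final, and were incubated 18 hours at 37 degrees C. Viability was read by CellTiter-Glo luminescence. Media-only wells were set as complete cell-killing and DMSO as no toxicity.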
Nrf2 ARE act = qHTS of Nrf2 Activators; AREc32 ARE-luciferase reporter (MCF7-derived line), luminescence, 24 h; Potency, µM (titrated, usually from 46.1 µM), inactives show at the highest dose activation, actives largely listed as activators; 410,000 tested, 0.31% active; AID 624171, 2012; also: potency is read from the fitted curve at half-maximal effect; % of control where 0% means no effect; nearly all actives have a fitted effect of over 65% in size
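Luminescent ARE reporter assay in AREc32_Fluc cells: overnight plating at 37 deg C, 24 hr compound incubation, Steady-Glo added, 30 min RT before reading.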
Nrf2 block = Nrf2 qHTS screen for inhibitors. A549 ARE-Fluc reporter, luciferase luminescence, 18-24 h. Potency, µM (top dose mostly 46 µM), inactives show at the highest dose activity change, negative = inhibition, actives largely listed as inhibitors. 360,000 tested, 2.1% active; also: potency is read from the fitted curve at half-maximal effect; % is scaled to controls: 0 for no effect and ±100 for the full control effect; nearly all actives have a fitted effect of over 60% in size
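Nrf2 activity is the BugLite luminescence, read 15 min after reagent at room temperature, following CellTiter-Fluor cytotoxicity readout (30 min, 37C). Compound titrations were applied for 18-24 h to 5000 A549 ARE_Fluc cells/well in 5% FBS OPTI-MEM.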
TGFb inhibitor = qHTS for Inhibitors of TGF-b. AID 588855, 2011. 410,000 tested, 1.2% active. HepG2 CAGA-GFP TGF-b/SMAD3 reporter, GFP fluorescence, 18 h; TGF-beta stimulated, 500 pg/mL final. Potency, µM (top dose mostly 46.1 µM), for the others: at the highest dose activity, negative = inhibition, actives largely listed as inhibitors; also: potency is read from the fitted curve at half-maximal effect; % is scaled to controls: 0 for no effect and ±100 for the full control effect; nearly all actives have a fitted effect of over 65% in size
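Inhibition was scored as loss of TGF-beta-induced (500 pg/mL final, 18 hours, 37 degrees C) GFP in HEPG2 cells carrying a CAGA-GFP reporter, in DMEM with 1% FBS. Well GFP was summed per cell; Activity was normalised to unstimulated and stimulated DMSO wells, then concentration-response fitting.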
ATXN2 expr inh = Primary qHTS for Inhibitors of ATXN expression; HEK-293 ATXN2-luciferase reporter, luminescence, 24 h; Potency, µM (doses to about 57 µM), without a hit: at the highest dose activity change, negative = inhibition, hits mostly inhibitors; 360,000 tested, 0.72% active; AID 1745845, 2022; also: potency is read from the fitted curve at half-maximal effect; % is scaled to controls: 0 for no effect and ±100 for the full control effect; nearly all actives have a fitted effect of over 55% in size
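qHTS (up to 57 uM final) was run with 24 h compound exposure of reporter cells at 37 °C. Each well was multiplexed: SteadyGlo luminescence measured ATXN2-luciferase expression after a fluorogenic Gly-Phe-AFC viability readout (25 uM final).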
S2 tox = Viability Counterscreen for Primary qHTS for Inhibitors of ATXN expression | AID 651635, 2014 | 400,000 tested, 0.49% active | S2 cells (HEK-293 line with an ATXN2-luciferase reporter) viability, CellTiter-Fluor protease fluorescence, 24 h | Potency, µM (series often up to 56.7 µM), actives largely listed as cytotoxic; also: potency is read from the fitted curve at half-maximal effect; nearly all actives have a fitted effect of over 40% in size
IL-2 act = qHTS of IL-2 Activators. AID 652025, 2013. 360,000 tested, 0.065% active. activation, % (series mostly up to about 46 µM). IL-2 activation reporter assay, cell-based qHTS; stimulated with anti-CD3/CD4/CD28 beads; in transgenic mouse T cells; in the data active = activation above about 50%; inconclusive = mostly about 30% to 49%; also: 0% is about no effect
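Readout is EGFP and DsRed signal by fluorescent plate cytometry after 18 h at 37 degrees C. Transgenic mouse T cells (750/well) received compound for 60 min before bead stimulation (anti-CD3, anti-CD4, anti-CD28); memory T cells served as non-tolerant control.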
* hit, by the source's call; i = inactive; ? = inconclusive; nt = no result given; & = joins results of further samples; [ ] = remark or other dose. Unless noted, calls follow the shape of the dose curve; as a rule, active = well fitted curve in the direction sought with a large enough effect; inconclusive = small, poorly fitted or top-dose-only effect, or another doubt; inactive = no such curve, though single readings can be large; an effect the other way counts as inactive or inconclusive.

SMILES | A549 tox | EPAC2 agonist | HepG2 viability | Nrf2 ARE act | Nrf2 block | TGFb inhibitor | ATXN2 expr inh | S2 tox | IL-2 act
CSc1cccc(NC(=O)c2ccc(Cl)nc2)c1 | -3% | -7%[15.6 µM] | -14% | 9.4% | 26% | -2% | 49%[activator] | i | -0.7
COc1ccc(C)cc1S(=O)(=O)N(C)CC(N)=O | 0% | 5% | -7% | -0.1% | nt | 10% | 93%[activator] | i | -0.2
CCCCCN(C(=O)CCC(=O)OCc1cc(C(C)=O)ccc1OC)c1c(N)n(CCCC)c(=O)[nH]c1=O | 1% | -15% | -9% | 2.8% | 3% | -13% | 5% | i | -3.7
COc1cc(C)c(S(=O)(=O)NC2CC(C)(C)NC(C)(C)C2)cc1C | 9% | 4% | -9% | 0.3% | 6% | 0% | -9% | i | -0.3
Cc1cc(NC(=O)Cc2cccs2)nn1CC(=O)NCc1ccco1 | 6% | 14% | -3% | 0.3% | nt | 21% | -6% | i | 0.6
Cc1ccc(-c2cc(C3C4C=CCCC4(C)C(=O)N3Cc3ccccc3)ccc2F)cc1 (centres undefined) | -18% | nt | -27% | nt | ? | -2% | nt | nt | nt
COc1cc(NC(=O)CCN2CCN(CCO)CC2)cc(OC)c1 | -2%&0% | 8% | 5%&-6% | 0.2%&1.2% | -1%&0% | 2%&1% | 31%&-3% | i | 0.3
CCOc1ccc(N2CC(C(=O)Nc3cccc(S(=O)(=O)N4CCCC4)c3)CC2=O)cc1 (centres undefined) | -8% | 14% | 1% | -0.7% | ? | 1% | -14% | ? | -0.5
O=C(NCCCc1nc2ccccc2n1Cc1ccc(F)cc1)C1CCCCC1 | 1% | nt | -53% | 8.5% | -22% | 13µM* | -39% | ? | nt
Cc1c(N=O)c(-c2ccccc2)n(O)[n+]1[O-] | nt | 10% | -13% | 0.0% | nt | 2% | nt | i | 4.0

Looked up above.
Under ATXN2 expr inh, Cc1cc(NC(=O)Cc2cccs2)nn1CC(=O)NCc1ccco1 has the entry -6%
Under HepG2 viability, CSc1cccc(NC(=O)c2ccc(Cl)nc2)c1 has the entry -14%
Under Nrf2 ARE act, CCCCCN(C(=O)CCC(=O)OCc1cc(C(C)=O)ccc1OC)c1c(N)n(CCCC)c(=O)[nH]c1=O has the entry 2.8%

Carrying on.
SMILES | A549 tox | EPAC2 agonist | HepG2 viability | Nrf2 ARE act | Nrf2 block | TGFb inhibitor | ATXN2 expr inh | S2 tox | IL-2 act
COC(=O)c1cc(CN2CCN(c3ccccc3C)CC2)ccc1O | -6% | 12% | -11% | -0.3% | nt | -1% | -19% | i | 0.1
CCCCC(=O)Nc1ccc(C(=O)NNC(=O)c2ccco2)cc1 | 5% | 5% | -10% | 2.9% | -8% | -20% | 17% | i | -3.4
CCOC(=O)c1sc(NC(=O)CSc2nccc(C)n2)c(C#N)c1C | -1% | -16% | -3% | -0.8% | -6% | 0% | -20% | i | 0.2
CC(=O)Nc1nc(C)nc(-c2ccccc2)c1C(C)=O | -3% | 1% | -5% | -0.9% | 0% | -9% | 0% | ? | 0.3
CC1CCN(c2ccccc2NC(=O)c2ccc(C#N)cc2F)CC1 | 6% | 2% | -4% | 11% | -6% | -9% | 7% | i | -0.3
CCn1c(SCC(=O)c2ccccc2)nc2c(c1=O)SC(C)C2 (centres undefined) | 3% | 2% | -33% | 3.1% | 4% | ? | -7% | i | -4.4
COCCN1C(=O)c2ccccc2C(C(=O)N2CCN(c3ccccn3)CC2)C1c1ccc(F)cc1 (centres undefined) | -5% | -6% | -2% | 3.1% | 2% | 1% | -4% | i | 0.6
Cc1ccc(NC(=O)CSCC(=O)O)c(C)c1 | 4% | 2% | -7% | 0.5% | -16% | -2% | -8% | i | -1.6
CN(Cc1ccccc1)C(=O)CCn1c(=O)c2cccn2c2cccnc21 | 14% | 6% | 2% | 1.9% | -6% | 1% | -5% | i | 0.8
CCc1ccc2nc(N(CCN(C)C)C(=O)c3ccc4ccccc4c3)sc2c1 | -3% | 3% | -8% | -0.5% | 5% | 0% | 10% | i | 0.3
CC1(C(=O)NS(=O)(=O)Cc2cccc(Cl)c2)CCN1C(=O)CC1CCCC1 (centres undefined) | nt | 6% | -54% | -0.4%[9.22 µM] | nt | 10% | -7% | i | -0.2
Cc1cc(Cl)ccc1OC(C)C(=O)NN=C1CCCCCC1 (centres undefined) | 2% | 2% | -20% | 0.2% | -1% | -2% | -13% | i | -0.7
O=C1CCCN1CCC1CCN(C(=S)Nc2ccc(F)cc2)CC1 | 20% | -9% | 0% | 1.9% | 12% | -18% | 7% | i | 11
Cc1ccc(SCCNC(=O)CN(c2ccccc2)S(=O)(=O)N(C)C)cc1 | 0% | nt | -23% | 0.1% | 4% | ? | -1% | i | nt
Cc1nc2ccccn2c1C(=O)N/N=C/c1cc(C)n(-c2ccc(Cl)cc2)c1C | -10% | -6% | -21% | 4.9% | ? | -11% | -13% | i | 0.7
O=C(NN=C1CCCCCCC1)C(=O)NC1CCCCC1 | 0% | 1% | -21% | -0.2% | 17% | 1% | 1% | i | 2.8
O=[n+]1cc(-c2ccc(Cl)cc2)n([O-])c2c1CCCCC2 | 5% | -1% | -13% | -0.1% | 9% | ? | 4% | i | -3.7
CCOC(=O)C1(Cc2cccc(F)c2)CCN(C(=O)Cn2cnnn2)CC1 | -2% | 0% | 23% | 0.3% | 8% | 21% | nt | i | 0.2
Cc1nn(C)cc1/C=N\NC(=O)c1ccc2c(c1)c(C)c(C)n2Cc1ccccc1 | 5% | -8% | -22% | 0.3% | -16% | -4% | -13% | i | -2.2
O=C(NCC(c1ccco1)N1CCCC1)c1ccc(S(=O)(=O)Nc2ccccc2F)cc1 (centres undefined) | -8% | -2% | -19% | 0.7% | ? | -23% | -11% | ? | -1.0
O=C(NCCc1cnc[nH]1)Nc1cccc(C(F)(F)F)c1 | 6% | 3% | 2% | -0.1% | 3% | 5% | nt | i | -0.5
CC(C)(C)C(=O)C(C(c1ccccc1)N1CCOCC1)N1CCOCC1 (centres undefined) | 15% | -1% | -8% | 1.6% | -4% | -9% | -4% | i | -0.5
CCOC(=O)c1c(NC(=S)NC(=O)/C=C/c2cccs2)sc(C)c1C | 1% | 5% | -1% | 4.0% | 6% | 0% | 0% | i | 1.8
Cc1ccccc1NC(=O)Nc1nnc([C@@H]2C[C@H](O)[C@@H](CO)O2)s1 | nt | -2% | -25% | 0.9% | nt | -11% | 7% | i | 0.0
c1ccc(-c2cc3nccc(-c4ccccn4)n3n2)cc1 | 1% | 7% | -7% | 15% | ? | 14% | 82%[activator] | i | -5.7
CCc1nnc(NC(=O)CSc2nnc3nc(C)cc(C)n23)s1 | 2% | 10% | 2% | -0.1% | -10% | 10% | 10% | i | 0.0
CC1(C(=O)NS(=O)(=O)c2ccccc2)CCN1C(=O)C1(c2ccc(Cl)cc2)CC1 (centres undefined) | nt | 7% | -8% | -0.6% | nt | -3% | 4% | i | 0.3
Cc1c(C#N)c(NC(=O)c2ccccc2)n(Cc2ccccc2)c1C | 3% | 11% | 19% | -0.9% | nt | 44%[activator] | -17% | i | -0.8
CCOc1ccccc1N1CCN(C/C=C/c2ccc(N(C)C)cc2)CC1 | -6% | 30% | -3% | -0.4% | 7% | -3% | -8% | i | -0.9
COc1ccccc1NC(=O)C(C)Sc1nc2ccccc2c(=O)n1CC1CCCO1 (centres undefined) | -8% | 5% | -24% | -0.1% | ? | 18% | -4% | i | 1.6

Shown with values under each structure: entries from further up
Results follow in this order: A549 tox	EPAC2 agonist	HepG2 viability	Nrf2 ARE act	Nrf2 block	TGFb inhibitor	ATXN2 expr inh	S2 tox	IL-2 act
- CC1(C(=O)NS(=O)(=O)c2ccccc2)CCN1C(=O)C1(c2ccc(Cl)cc2)CC1 (centres undefined)
→ nt	7%	-8%	-0.6%	nt	-3%	4%	i	0.3
- Cc1c(C#N)c(NC(=O)c2ccccc2)n(Cc2ccccc2)c1C
→ 3%	11%	19%	-0.9%	nt	44%[activator]	-17%	i	-0.8
- CCOc1ccccc1N1CCN(C/C=C/c2ccc(N(C)C)cc2)CC1
→ -6%	30%	-3%	-0.4%	7%	-3%	-8%	i	-0.9

Further entries.
SMILES | A549 tox | EPAC2 agonist | HepG2 viability | Nrf2 ARE act | Nrf2 block | TGFb inhibitor | ATXN2 expr inh | S2 tox | IL-2 act
COCCCNc1nc(SCc2ccccc2)nc2sc3c(c12)CCC3 | -20% | 12% | -3% | 0.1% | ? | -9% | 18% | i | -2.5
Cc1cccc(C(=O)N2CCc3cc(CNS(=O)(=O)c4ccc(Cl)s4)ccc32)c1 | -16% | nt | -18% | -0.8% | nt | 1% | nt | nt | nt
O=C(Nc1ccc(S(=O)(=O)Nc2ncccn2)cc1)c1ccccc1NS(=O)(=O)c1ccc(Cl)cc1 | 0% | 13% | 5% | 0.0% | 3% | -1% | 12% | i | -3.3
CCOC(=O)c1cn(-c2nc(-c3ccc(Cl)c(Cl)c3)cs2)c2c(F)c(N3CCOCC3)c(F)cc2c1=O | -4% | -6% | 14% | 0.0% | 2% | 0% | 4% | i | 0.7
Fc1ccc(N2CCN(Cc3cnc(N4CCOCC4)s3)CC2)cc1 | 2% | 5% | 9% | 0.1% | -9% | 0% | -11% | i | -4.2
